TNAP activators = human TNAP enzyme activators, primary screen, biochemical, luminescent, no phosphate acceptor, uHTS (AID 1001); activation fold at 20 µM, or EC50 in µM where a hit was titrated; purified TNAP, luminescent activation assay, no phosphate acceptor; higher activation fold means a stronger effect; 200,000 tested, 0.03% active; in the data active = activation fold from about 3, or a potency from the dose series; inactive = the rest, 99 in 100 with activation fold below about 1.6; note: many of its hits are not listed in these tables
PMI inhibition = human PMI inhibitors, high substrate, primary screen, biochemical, fluorescence intensity, high mannose 6-phosphate (AID 1220) | Mannose-6-phosphate isomerase (Homo sapiens) | recombinant PMI enzyme, coupled fluorescence intensity; higher % means a stronger effect | 190,000 tested, 0.66% active | one-dose inhibition, % at 20 µM; IC50 in µM for titrated hits
PMI inhibitors = inhibitors of human PMI, primary screen, biochemical, fluorescence intensity, coupled assay (AID 1209); one-dose inhibition, % at 20 µM; IC50 in µM for titrated hits; purified PMI enzyme, coupled fluorescence intensity; higher % means a stronger effect; 190,000 tested, 0.42% active; Mannose-6-phosphate isomerase (Homo sapiens);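 note: plate controls were DMSO vehicle for no effect and wells lacking substrate for full effect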
RSV antiviral HEp-2 = RSV antiviral activity via CPE protection, HEp-2 cells, primary 10 µM value included (AID 2391) | CPE inhibition, % at 10 µM, or IC50 in µM where a hit was titrated | HEp-2 cells, RSV-induced CPE inhibition; higher % means a stronger effect | 310,000 tested, 0.13% active; in the data active = a potency from the dose series; inconclusive = CPE inhibition mostly from about 23% at the one dose, without a potency; inactive = the rest, 99 in 100 with CPE inhibition below about 21%; note: strong numbers were not always called active
P. falciparum M1AAP = P. falciparum M1AAP inhibitors, biochemical, fluorogenic H-Leu-NHMec substrate, 1536-well (AID 1445); recombinant M1AAP, H-Leu-NHMec fluorogenic kinetic assay; higher % means a stronger effect; 220,000 tested, 0.42% active; Aminopeptidase N (Plasmodium falciparum (isolate 3D7)); inhibition, % at 30 µM, or IC50 in µM where a hit was titrated;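 active = primary inhibition above the hit cutoff, then over 50% inhibition at one or more dose response concentrations, cut at about 23% in these data, passing the limit was not always enough; inconclusive = conflicting primary data, or primary hits not chosen for dose response; inactive = low primary inhibition, or under 50% at every dose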;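 note: plate controls were DMSO full reaction for no effect and no enzyme background for full effect; strong numbers were not always called active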
West Nile virus CPE = West Nile virus antiviral activity, cell-based, CPE readout (AID 1621); West Nile virus-infected cells, CPE inhibition; higher % means a stronger effect; CPE inhibition, % at 10 µM; hits with a dose series show IC50 in µM; 290,000 tested, 0.02% active; in the data active = a potency from the dose series; inconclusive = CPE inhibition mostly from about 3.7% at the one dose, without a potency; inactive = the rest, 99 in 100 with CPE inhibition below about 2.2%; note: strong numbers were not always called active
UTI89 phage lysis = inhibition of K1F phage lysis, E. coli UTI89, bacterial capsule biogenesis inhibitors, alamar blue (AID 488966). E. coli UTI89 K1F phage lysis, alamar blue, 2 h; higher % means a stronger effect. inhibition, % at 100 µM; hits with a dose series show IC50 in µM. 340,000 tested, 0.02% active;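 active = phage lysis inhibition, versus mean bacterial control, above a set limit; inconclusive = no clear call, values can overlap the other calls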;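 note: capsule biogenesis inhibitors block K1F phage lysis so surviving cells raise fluorescence; higher fluorescence means more inhibition of phage lysis; actives were called in the ten point dose series up to 300 µM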
T cell HTS = modulators of CD8 T cell-vesicle binding, primary screen, mouse 2C CD8+ T cells, flow cytometry | calls only at 7 µM | 2C CD8+ T cell-vesicle binding; stronger effect = lower value | 330,000 tested, 0.068% active;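 active = response, share of CD8 T cells binding vesicles, and their 90th percentile fluorescence all below set limits, cut at about 80% in these data, passing the limit was not always enough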
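System: murine 2C transgenic CD8+ T lymphocytes; also added: QL9-loaded Drosophila micro-vesicles; times: binding 1.5 h at 37 °C; measured by: flow cytometry, PE anti-B7-1 (FL2) versus Alexa647 anti-CD8 (FL8), PFA-fixed; control set: Peptide-free naked vesicles (low) and QL9 vesicles with 0.7% DMSO vehicle (high)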
M17LAP inhibition = P. falciparum M17LAP inhibitors, primary screen, biochemical, fluorogenic H-Leu-NHMec substrate, 1536-well (AID 1619); Leucine aminopeptidase (Plasmodium falciparum (isolate 3D7)); recombinant M17LAP, H-Leu-NHMec fluorogenic kinetic assay; higher % means a stronger effect; 220,000 tested, 0.38% active; inhibition, % at 30 µM; hits with a dose series show IC50 in µM;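 active = compound inhibiting the enzyme by more than half at any dose during confirmatory dose-response retesting; inconclusive = strong single-dose inhibitors picked by rank but not retested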;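 note: plate controls were full reaction with DMSO carrier for no effect and no enzyme background for full effect; strong numbers were not always called active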
T cell HTS vesicle-bound % = recorded beside T cell HTS, whose call it bears; double positive events, %; measured here: CD8+ vesicle-bound cell fraction;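 binding gate set so that unloaded-vesicle control wells show 10% double positive cells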
* marks the source's active call; other numbers are inactive results; i = inactive; ? = inconclusive; nt = no result given; & = joins results of further samples; [ ] = another dose, or the depositor's remark. Cut-off read from the data, not from the text of the source, unless noted: active = inhibition above about 50%; inactive = the rest. The order is random. Share with any hit: about 1.5%.

SMILES | TNAP activators | PMI inhibition | PMI inhibitors | RSV antiviral HEp-2 | P. falciparum M1AAP | West Nile virus CPE | UTI89 phage lysis | T cell HTS | T cell HTS vesicle-bound % | M17LAP inhibition
Cc1ccc(C)c(NC(=O)c2cc(-c3cccnc3)nc3ccccc23)c1 | 1.1 | 0.9% | 5.7% | 3.5% | 1.8% | -0.6% | 0.2% | i | 31.0 | -0.3%
Cc1ccc(CNC(=O)C(=O)NCC2OCCCN2S(=O)(=O)c2cccs2)cc1 (stereo not drawn) | nt | nt | nt | 0.5% | nt | -0.8% | 0.0% | i | 23.5 | nt
Cc1cc(Cl)ccc1OCC(=O)NCC(=O)N/N=C/c1ccco1 | 1 | 0.0% | -7.2% | 1.4% | 1.1% | 0.5% | 0.2% | i | 61.8 | -3.1%
CCN(CC)CCSc1nnc2c3cc(C)ccc3n(Cc3ccccc3)c2n1 | nt | nt | nt | 2.3% | 6.8% | -0.4% | nt | i | 26.2 | 9.0%
COc1cc(/C=N/NS(=O)(=O)c2ccc(Br)cc2)ccc1O | nt | nt | nt | 0.3% | nt | -0.4% | 0.4%[50 µM] | i | 15.0 | nt
Cc1ccc(-c2cc(C(=O)O)n[nH]2)o1 | 0.6 | 0.0% | 8.6% | 3.0% | 5.3% | 0.1% | 0.1% | i | 24.5 | -0.4%
Cc1ccccc1OCc1nnc(SC(C)C(=O)O)n1Cc1ccccc1 (stereo not drawn) | 1 | -4.3% | -3.0% | 0.4% | -7.8% | -0.1% | -2.2% | i | 34.2 | 1.8%
O=C1CC(NCc2ccncc2)C(=O)N1c1ccc(Cl)cc1 (stereo not drawn) | 1 | 17.5% | 8.5% | 1.0% | 7.9% | 0.0% | 0.0% | i | 24.1 | 17.2%
Cc1cccc(C(=O)c2cccc(C)c2)c1 | 1 | -2.1% | -5.9% | 1.2% | -0.3% | -0.2% | -0.2% | i | 52.2 | -3.0%
CCOC(=O)c1c(NC(=O)C(C)Sc2nnc(C)c(=O)[nH]2)sc2c1CCCC2 (stereo not drawn) | nt | nt | nt | 4.8% | nt | 0.6% | -0.3% | i | 52.0 | nt
Cc1cc(=O)oc2cc(OS(C)(=O)=O)ccc12 | 1.1 | 7.5% | 2.4% | 3.2% | 0.1%&5.0% | ? | -0.8% | i | 36.6 | 12.9%&-6.1%
Cc1cc(C)c(C(=O)/C=C/c2cccc3ccccc23)c(=O)[nH]1 | 1.3 | 15.3% | 10.1% | -2.5% | 7.4% | -1.8% | 0.0%[50 µM] | i | 47.1 | -8.3%
COCCNC(=S)N1CCc2cc(OC)c(OC)cc2C1COc1cc(C)cc(C)c1 (stereo not drawn) | 1.2 | 3.3% | 13.7% | 41.0% | 2.9% | -1.0% | 0.5% | i | 28.7 | 12.6%
CCN1CCCC1CNC(=O)C(=O)Nc1ccc(OC)cc1 (stereo not drawn) | 1 | -3.4% | 7.5% | -0.6% | 4.3% | -0.1% | 0.2% | i | 29.1 | 6.7%
COc1ccc(-n2c(CSc3nc(C)cc(C)n3)nnc2SCC(=O)Nc2nccs2)cc1 | 1 | 1.3% | 2.5% | 5.2% | 6.3% | -0.5% | 0.2% | i | 58.1 | 3.0%
Cn1nc(-c2ccc(Cl)cc2)c2cc(C(=O)NC3CC3)sc21 | 1.1 | 1.3% | 1.4% | 1.1% | 4.0% | 2.8% | -1.6% | i | 46.0 | 3.4%
COc1c2occc2c(OC(C)=O)c2c(=O)cc(C)oc12 | nt | nt | nt | 1.4% | nt | -0.7% | 0.9%[50 µM] | i | 13.4 | nt
Cc1ccc(SCC(=O)c2cc(C)c(OC(=S)N(C)C)c(C)c2)cc1 | 1.1 | 7.5% | 7.7% | 2.2% | 8.6% | -0.4% | 0.0% | i | 30.3 | 14.7%
COc1ccc(N2CCN(C(=O)NC34CC5CC(CC(C5)C3)C4)CC2)cc1 | 1 | -5.7% | -8.6% | 7.4% | 0.5% | -0.4% | 0.0% | i | 7.1 | 5.1%
CCN1CCN(C(=O)c2ccc(N3CC4CC(C3)c3cccc(=O)n3C4)c(NC(=O)c3cc(OC)cc(OC)c3)c2)CC1 (stereo not drawn) | nt | nt | nt | 1.2% | nt | -0.2% | 0.0% | i | 16.8 | nt
Cc1ccc(S(=O)(=O)NC(=O)COc2ccc(Cl)cc2Cl)cc1 | nt | nt | nt | 2.2% | nt | 0.6% | 0.3% | i | 11.5 | nt
O=C(Nc1ccccc1N1CCN(C(=O)c2ccc(Cl)cc2)CC1)c1ccc2c(c1)OCO2 | 1.1 | -1.0% | 2.2% | 6.7% | -0.8% | 0.0% | 0.6% | i | 56.9 | 2.4%
S=C(Nc1ccc(Oc2ccccc2)cc1)Nc1cccnc1 | nt | nt | nt | 4.8% | nt | -1.2% | 1.8% | i | 35.2 | nt
CC(c1cccnc1)N(CCN(C)C)C(=O)Nc1ccc(Cl)cc1 (stereo not drawn) | 1.1 | 0.6% | -3.3% | 1.7% | 4.0% | 0.0% | -1.4% | i | 33.7 | -10.4%
Nc1ncc(Br)cc1S(=O)(=O)NCCC(=O)Nc1cccc(Cl)c1 | 1.1 | 0.1% | 0.7% | 1.0% | 0.4% | -1.2% | -1.7% | i | 24.6 | -0.8%
Next part
SMILES | TNAP activators | PMI inhibition | PMI inhibitors | RSV antiviral HEp-2 | P. falciparum M1AAP | West Nile virus CPE | UTI89 phage lysis | T cell HTS | T cell HTS vesicle-bound % | M17LAP inhibition
O=C(Nc1ccccc1)C1=C[C@H](c2csc3ccccc23)C[C@H](OCCCCO)O1 | 1.1 | 12.8% | 12.9% | 4.8% | 8.3% | -0.1% | 0.0% | i | 30.2 | 0.2%
CCC(C)C(NC(=O)c1ccccc1NC(=O)c1ccco1)C(=O)NNC(=O)c1ccc(OC)cc1 (stereo not drawn) | 1 | -3.0% | 2.6% | 0.3% | -0.7% | -0.1% | 0.0% | i | 36.3 | 2.1%
O=C(NC1CCCCC1)c1cc2nc(-c3ccco3)cc(C(F)(F)F)n2n1 | 1.1 | 5.4% | 14.2% | nt | -2.6% | 0.0% | 0.2% | nt | nt | 5.5%
NC(=O)c1cccnc1Sc1ccc(Cl)cc1 | 1.1 | -3.6% | -3.8% | 1.2% | 2.2% | 0.5% | 0.2% | i | 62.3 | -7.5%
O=C(Cn1cnc2ccccc21)N/N=C/c1ccccn1 | 1.1 | 23.0% | 25.7% | 1.1% | -1.2% | 0.0% | 0.1% | i | 23.3 | 15.5%
O=C(NCc1ccc(F)cc1)C(c1ccco1)N(C(=O)c1csnn1)C1CC1 (stereo not drawn) | nt | nt | nt | 1.7% | nt | -0.8% | 0.0% | i | 34.3 | nt
COC(=O)C1CC(=O)N(CCc2c[nH]c3ccccc23)C1 (stereo not drawn) | 1.1 | -6.8% | -6.8% | 1.8% | 3.2% | 0.4% | 2.9% | i | 58.1 | -2.0%
COc1ccc(CNC(=O)[C@H](C)[C@@H]2C[C@@]2(C)[C@@H](NC(=O)OCc2ccccc2)c2ccccc2)cc1OC | 1.4 | 16.0% | 12.2% | 5.8% | 1.5% | -1.0% | nt | i | 22.9 | 4.3%
CCCNC(=O)C(NS(=O)(=O)c1ccc2c(c1)c(=O)n(C)c(=O)n2C)c1ccccc1 (stereo not drawn) | 1.1 | 9.6% | 3.9% | 2.1% | -0.1% | 0.0% | 0.0% | i | 47.4 | 2.2%
O=C(CCCn1c(SCC(=O)Nc2ccccc2Cl)nc2ccccc2c1=O)NCC1CCCO1 (stereo not drawn) | nt | nt | nt | 2.6% | nt | 0.3% | 0.1% | i | 41.4 | nt
COC(=O)C1=C(C)OC(N)=C(C#N)C1c1ccc(OC)c(OC)c1OC (stereo not drawn) | 1.1 | -15.3% | -3.2% | 1.2% | 8.1% | -0.2% | 0.3% | i | 46.4 | 12.6%
COc1cc2cc(CN(Cc3cccs3)C(=S)Nc3ccc(C)cc3)c(=O)[nH]c2cc1OC | 1.1 | 13.6% | 16.9% | 18.3% | 5.1% | -1.6% | 5.8% | i | 61.5 | -13.2%
COc1ccccc1CCc1nnc(CCC(=O)NCC2CCCO2)o1 (stereo not drawn) | nt | nt | nt | 4.3% | nt | -0.2% | 0.3% | i | 50.4 | nt
O=C1NC(c2ccco2)Nc2ccccc21 (stereo not drawn) | 1.1 | 17.8% | 15.3% | 1.7% | 8.8% | 0.1% | 1.1% | i | 14.6 | 18.9%
COc1ccccc1-c1csc(NC(=O)c2ccc(N3C(=O)CCC3=O)cc2)n1 | 1.1 | 4.5% | -0.6% | 2.2% | 3.1% | 0.4% | 0.9% | i | 61.0 | 19.1%
CC1NC(=O)N(C)[C@@H]2NC(=O)N(C)C(c3ccc([N+](=O)[O-])cc3)[C@@H]12 (stereo partly drawn) | 1 | 4.8% | 4.2% | 1.6% | 4.8% | 0.3% | 2.3% | i | 47.1 | -0.6%
S=C(NCCc1ccccc1)N1CCc2ccccc2C1 | 1.1 | -0.6% | -0.6% | 2.1% | 8.5% | -0.7% | -0.2% | i | 48.9 | 6.2%
Cc1cccc(CN2C(=O)NC(c3ccccc3)(c3ccccc3)C2=O)c1 | nt | nt | nt | 8.8% | nt | 0.1% | -0.1% | i | 23.8 | nt
Cc1nnc(SCC(=O)NCc2ccco2)n1Cc1ccccc1 | 1 | -11.8% | -12.4% | 1.9% | 3.0% | 0.2% | 3.5% | i | 15.5 | -0.5%
COc1ccc(CNC(=O)CN(C)S(=O)(=O)c2ccc3c(c2)n(C)c(=O)c(=O)n3C)cc1 | nt | nt | nt | 1.4% | nt | 0.5% | 0.1% | i | 10.4 | nt
C/C=C/c1ccc(OCCOCCOc2cccc3cccnc23)c(OC)c1 | 1.2 | 13.3% | -0.7% | 16.4% | -1.5% | 0.0% | 4.2% | i | 28.4 | -3.3%

Source: PubChem BioAssay
